Bioassay records from PubChem BioAssay.
APJ ag: APJ receptor agonism; P35414; AID 2520; activation, % at 20 µM; CHO-K1 APJ PathHunter beta-arrestin, luminescence; 0% DMSO wells, 100% apelin; 330,000 tested, 0.11% active;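 active means activation more than six SD over the plate average, tested at 20 µM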;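 further: 0% = DMSO alone and 100% = apelin-13 at 10 nM; some results filed as inactive read as strong as hits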
Target sequence (P35414 whole entry, looked up): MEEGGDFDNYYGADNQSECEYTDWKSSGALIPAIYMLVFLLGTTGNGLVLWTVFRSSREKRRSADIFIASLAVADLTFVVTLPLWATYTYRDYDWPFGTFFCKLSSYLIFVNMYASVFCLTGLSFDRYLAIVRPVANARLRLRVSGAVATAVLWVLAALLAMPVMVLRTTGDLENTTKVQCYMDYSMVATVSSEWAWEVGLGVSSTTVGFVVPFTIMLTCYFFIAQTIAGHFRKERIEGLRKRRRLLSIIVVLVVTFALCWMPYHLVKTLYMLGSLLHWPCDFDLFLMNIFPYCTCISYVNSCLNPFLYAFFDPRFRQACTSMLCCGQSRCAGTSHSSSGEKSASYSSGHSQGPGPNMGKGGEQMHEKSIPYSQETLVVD
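Test system: CHO-K1 APJ beta-arrestin complementation cell line. Amount: cell density 1000 per well. Controls: DMSO negative, 10 nM Apelin-13 positive. Signal: luminescent beta-gal fragment complementation, chemiluminescent substrate. Read-out basis: agonist-driven arrestin binding to APJ. Timing: compound stimulation 90 min at 25 °C, detection 60 min.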
Jurkat NFkB inh: inhibitors of the PMA/ionomycin-induced NF-kB reporter in Jurkat cells; PMA/ionomycin-induced NF-kB luciferase reporter, luminescence; inhibition, % at 4 µM; 330,000 tested, 0.53% active; AID 435003; in the data active means inhibition above about 50%
697 NFkB inh: inhibitors of the PMA/ionomycin-induced NF-kB reporter in 697 B cells | AID 435022 | 697 B-cell NF-kB luciferase reporter, 16 h | 330,000 tested, 0.33% active | inhibition, % at 4 µM; in the data active means inhibition above about 35%
tim23-1 inh: inhibits growth of tim23-1 mutant yeast | 330,000 tested, 1.3% active | S. cerevisiae tim23-1 growth, BacTiter-Glo luminescence, 24 h | inhibition, % at 20 µM;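 active means growth inhibition of the mutant yeast at or above 50%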;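 further: temperature-sensitive mutant grown at 25 °C; plate controls were DMSO-treated mutant yeast for no effect and medium wells lacking yeast for full effect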
Mdm2-MdmX inh: inhibitors of human Mdm2/MdmX interaction; SaOS-2 split-luciferase Mdm2/MdmX complementation, luminescence; AID 485346; O15151+Q00987; 330,000 tested, 3% active; inhibition, % at 8 µM;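 active means inhibition of at least 50% at 8 µM in the primary screen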
APJ antagonist: blocks the human apelin receptor APJ; CHO-K1 APJ beta-arrestin complementation, luminescence; 330,000 tested, 0.32% active; P35414; inhibition, % at 20 µM;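 active means inhibition above about 40% at 20 µM, limit read from the data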;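 further: cells challenged with 10 nM apelin-13 agonist together with compound; plate controls were apelin-13 plus DMSO wells for no effect and DMSO wells lacking apelin-13 for full effect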
CHOP UPR activ: activators of apoptotic arm of unfolded protein response (CHOP); CHO-CHOP luciferase reporter, UPR activation, luminescence; percent of tunicamycin response over DMSO baseline; activation, % at 10 µM; 330,000 tested, 0.34% active;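 active means at 10 µM dose, activation of 40% or more, normalized to positive control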;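 further: 100% = tunicamycin at 10 µg/mL and 0% = DMSO alone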
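Test system: CHO-CHOP cells, stable luciferase reporter of PERK-eIF2a-CHOP signalling | Quantity: 500 CHO-CHOP cells per well | Buffer or medium: F12 plus 10% serum | Compound dosing: 10 µM single point, 0.5% DMSO | Schedule: 6 h compound treatment, 37 °C | Signal: Luciferase luminescence | Control set: Tunicamycin high control, DMSO low control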
XBP1 UPR activ: activators of adaptive arm of unfolded protein response (XBP1); CHO-XBP1 luciferase reporter, IRE1-XBP1 UPR activation, luminescence; percent of tunicamycin response, DMSO as zero; activation, % at 20 µM; 330,000 tested, 0.33% active; AID 463104;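 active means versus positive control, 20 µM dose yields 30% or more activation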;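 further: 100% = tunicamycin at 10 µg/mL and 0% = DMSO only wells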
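assay system = CHO-XBP1 luciferase reporter cells | amount = 1000 cells/well | buffer or medium = F12 plus 10% FBS | compound dosing = single point, 20 µM final compound, 1% DMSO | incubation = 16-18 h cell attachment at 37 °C, then 6 h compound exposure | detection = Steady-Glo luminescence read | controls = tunicamycin 10 µg/mL and vehicle-only wells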
The depositor's hits bear a star; i = inactive; · = no result given.

no. | SMILES | APJ ag | Jurkat NFkB inh | 697 NFkB inh | tim23-1 inh | Mdm2-MdmX inh | APJ antagonist | CHOP UPR activ | XBP1 UPR activ
1 | C#CCOCCOCCOCCNc1nc(N2CCOCC2)nc(N2CCN(C(=O)CCCCCCCCCCNC(=O)Cn3cc(CCCCCN)nn3)CC2)n1 | -2.0 | 3.5 | 8.3 | 3.9 | 18.2 | 7.1 | -2.1 | -2.0
2 | O=C(OCCN1CCCCC1)C1(c2ccccc2)CCCC1 | -3.9 | -7.2 | 1.4 | -17.8 | 13.9 | 24.5 | 0.1 | 8.0
3 | Cc1cc(C(=O)NCc2cc(C(=O)O)oc2C)c(C)o1 | -0.9 | -1.6 | -4.8 | -2.2 | 22.7 | 2.4 | -2.1 | -1.5
4 | O=C(OCc1cccc(F)c1)c1ccc2c(=O)n3c(nc2c1)CCC3 | -6.9 | -6.6 | 22.4 | 9.6 | -5.0 | -14.0 | 1.2 | 2.2
5 | COc1ccc2[nH]c(=O)c(CN(Cc3cccs3)S(=O)(=O)c3c(C)ccc4nsnc34)cc2c1 | 4.6 | 56.7* | -51.1 | -2.8 | 63.6* | -3.9 | 4.7 | 5.7
6 | COc1ccc(-c2cc(=O)oc3cc(OC(C)C(=O)NC(Cc4c[nH]c5ccc(O)cc45)C(=O)O)ccc23)cc1 (centres undefined) | -2.4 | -2.8 | 13.5 | -5.7 | 8.2 | -37.5 | -0.2 | -0.7
7 | COc1ccc(CNC(=O)C[C@H]2C[C@H](C(=O)N3CCOCC3)[C@@]3(CCC4CCCC4)c4[nH]c5cc(-c6ccco6)ccc5c4CCN3C2=O)cc1OC | · | · | -20.4 | 31.7 | 53.1* | · | 3.4 | 4.1
8 | CSCCC(NC(=O)c1ccco1)C(=O)OCc1cc([N+](=O)[O-])cc2c1OCOC2 (centres undefined) | -2.8 | -5.2 | -8.4 | 15.4 | 0.1 | 11.6 | -0.6 | -1.8
9 | Cc1cc(-n2cnnn2)cc(C)c1S(=O)(=O)NCCOc1ccccc1 | -3.2 | -1.7 | -8.8 | 8.9 | 11.0 | -1.5 | -1.7 | -1.3
10 | CC(=O)Nc1ccccc1NC(=O)c1ccc(C)c(C)c1 | -8.0 | 2.9 | 18.5 | 11.8 | 14.0 | -0.7 | 1.5 | -0.8
11 | COc1ccc(CNC(=O)[C@@H]2CC=C[C@@H]3CCN(C4CCCCC4)C(=O)[C@@H]32)cc1 | -1.7 | 22.6 | 19.7 | 19.3 | 10.9 | 24.1 | 1.7 | 0.1
12 | O=C(CSc1nc2ccccc2[nH]1)N/N=C/c1ccco1 | -0.8 | 15.3 | -15.6 | 0.0 | 9.7 | 15.6 | 4.0 | 2.6
13 | COc1cccc(OC)c1C(=O)Nc1ccc(NC(=O)c2ccco2)cc1 | 0.2 | 2.3 | 2.1 | 28.3 | -15.0 | -22.5 | 0.6 | 0.5
14 | COc1cc(NC(=O)c2cc(OC)c(OC)c(OC)c2)ccc1NC(=O)c1cccs1 | -3.6 | 8.3 | 16.0 | 13.6 | 22.9 | -40.5 | 2.4 | -0.9
15 | CCc1nc2ccccc2c(C(=O)OC2CCCCC2=O)c1C (centres undefined) | -3.5 | -3.2 | -13.9 | 28.0 | 1.6 | 1.0 | 0.0 | 0.8
16 | CC(C)N(C)NC(=S)Nc1ccccc1 | -1.2 | 4.2 | -15.0 | -14.2 | -1.4 | 8.5 | 0.6 | 0.1
17 | CCCN1C(=O)/C(=C/c2ccc(C)s2)NC1=S | -16.8 | -10.6 | -9.3 | 36.3 | 32.5 | 9.6 | 0.5 | -1.1
18 | CN(C(=O)c1ccc(NC(=O)Cc2cccc(NC(=O)C3CCCN(C(=O)CCc4ccccc4)C3)c2)cc1)C1CCCC1 (centres undefined) | -3.9 | -0.7 | -23.9 | 17.5 | 18.4 | -1.8 | -0.4 | -1.9
19 | Cc1ccc(N=Cc2c(C)[nH]n(-c3ccccc3)c2=O)nc1 | -3.5 | -5.6 | 13.8 | 15.5 | -15.4 | 0.5 | -0.1 | -2.1
20 | O=C(C1CCC(=O)N1Cc1ccccc1Cl)N1CCN(c2cccc(Cl)c2)CC1 (centres undefined) | -3.8 | -4.6 | -3.8 | 14.3 | -0.8 | 2.7 | 0.0 | -2.9

Entries of single compounds as entered above.
COc1cc(NC(=O)c2cc(OC)c(OC)c(OC)c2)ccc1NC(=O)c1cccs1 as listed: APJ ag: -3.6; Jurkat NFkB inh: 8.3; 697 NFkB inh: 16.0; tim23-1 inh: 13.6; Mdm2-MdmX inh: 22.9; APJ antagonist: -40.5; CHOP UPR activ: 2.4; XBP1 UPR activ: -0.9
CC(=O)Nc1ccccc1NC(=O)c1ccc(C)c(C)c1 as listed: APJ ag: -8.0; Jurkat NFkB inh: 2.9; 697 NFkB inh: 18.5; tim23-1 inh: 11.8; Mdm2-MdmX inh: 14.0; APJ antagonist: -0.7; CHOP UPR activ: 1.5; XBP1 UPR activ: -0.8

Back to the main list with the 5 entries that preceded the break.
no. | SMILES | APJ ag | Jurkat NFkB inh | 697 NFkB inh | tim23-1 inh | Mdm2-MdmX inh | APJ antagonist | CHOP UPR activ | XBP1 UPR activ
16 | CC(C)N(C)NC(=S)Nc1ccccc1 | -1.2 | 4.2 | -15.0 | -14.2 | -1.4 | 8.5 | 0.6 | 0.1
17 | CCCN1C(=O)/C(=C/c2ccc(C)s2)NC1=S | -16.8 | -10.6 | -9.3 | 36.3 | 32.5 | 9.6 | 0.5 | -1.1
18 | CN(C(=O)c1ccc(NC(=O)Cc2cccc(NC(=O)C3CCCN(C(=O)CCc4ccccc4)C3)c2)cc1)C1CCCC1 (centres undefined) | -3.9 | -0.7 | -23.9 | 17.5 | 18.4 | -1.8 | -0.4 | -1.9
19 | Cc1ccc(N=Cc2c(C)[nH]n(-c3ccccc3)c2=O)nc1 | -3.5 | -5.6 | 13.8 | 15.5 | -15.4 | 0.5 | -0.1 | -2.1
20 | O=C(C1CCC(=O)N1Cc1ccccc1Cl)N1CCN(c2cccc(Cl)c2)CC1 (centres undefined) | -3.8 | -4.6 | -3.8 | 14.3 | -0.8 | 2.7 | 0.0 | -2.9
21 | COc1ccc(-c2cc(-c3ccccc3)no2)cc1 | 1.8 | -224.1 | -351.1 | 17.7 | -174.4 | -36.5 | -2.2 | -6.8
22 | COc1ccc([C@H]2CC(=O)C=C(c3ccnc4ccc(Cl)cc34)C2)cc1 | -0.6 | 30.0 | 12.5 | 28.0 | 39.6 | 2.1 | 7.5 | -3.7
23 | O=C(COC(=O)[C@@H]1CCCN1C(=O)c1cccs1)NCCc1ccccc1 | -0.7 | -2.5 | 2.9 | 12.9 | 12.9 | 3.5 | -2.6 | 0.5
24 | O=Cc1cccc(OC(=O)Nc2ccccc2)c1 | -4.1 | -19.5 | 2.2 | 9.2 | 20.6 | -6.5 | 3.7 | -1.7
25 | COC(=O)CC(c1ccc(F)cc1)n1c(C)ccc1C (centres undefined) | -1.5 | 10.4 | -0.9 | -5.3 | 19.1 | 20.9 | 0.4 | -1.6
26 | O=C(CSc1nc2ccccc2n1-c1ccccc1)Nc1ncc(Cl)cc1Cl | -1.0 | -55.8 | i | 37.2 | 87.6* | 12.3 | 3.2 | -0.8
27 | O=C(NCc1ccc2c(c1)OCO2)Nc1ccc(F)cc1 | 1.8 | -25.7 | 7.7 | -6.5 | 4.7 | 6.0 | 0.1 | -4.1
28 | COc1ccc(CNC(=O)CN2C(=O)NC(C)(c3ccc(Cl)cc3)C2=O)cc1 (centres undefined) | -2.8 | -20.2 | -25.2 | -10.4 | 2.0 | 5.1 | -1.4 | -1.6
29 | O=S(=O)(Cc1ccccc1)Nc1ccc(S(=O)(=O)N2CCCC2)cc1 | -5.4 | -8.2 | 14.4 | 1.4 | -3.3 | -6.7 | 0.9 | -2.2
30 | CCCCn1nnnc1SCC(=O)NCc1ccco1 | -1.5 | -19.4 | -9.6 | 28.2 | -19.4 | -9.2 | 0.0 | -2.7

An excerpt from above in order of their number in APJ antagonist, high to low:
entry	SMILES	APJ ag	Jurkat NFkB inh	697 NFkB inh	Mdm2-MdmX inh	APJ antagonist	XBP1 UPR activ
26	O=C(CSc1nc2ccccc2n1-c1ccccc1)Nc1ncc(Cl)cc1Cl	-1.0	-55.8	i	87.6*	12.3	-0.8
28	COc1ccc(CNC(=O)CN2C(=O)NC(C)(c3ccc(Cl)cc3)C2=O)cc1 (centres undefined)	-2.8	-20.2	-25.2	2.0	5.1	-1.6
23	O=C(COC(=O)[C@@H]1CCCN1C(=O)c1cccs1)NCCc1ccccc1	-0.7	-2.5	2.9	12.9	3.5	0.5
24	O=Cc1cccc(OC(=O)Nc2ccccc2)c1	-4.1	-19.5	2.2	20.6	-6.5	-1.7
29	O=S(=O)(Cc1ccccc1)Nc1ccc(S(=O)(=O)N2CCCC2)cc1	-5.4	-8.2	14.4	-3.3	-6.7	-2.2
21	COc1ccc(-c2cc(-c3ccccc3)no2)cc1	1.8	-224.1	-351.1	-174.4	-36.5	-6.8
